HKDC1 inh: HKDC1 hexokinase inhibitors, primary screen, biochemical, fluorescence, uHTS; recombinant HKDC1, G6PDH/diaphorase resazurin coupled fluorescence; inhibition, % at 20 µM; 0.16% of 340,000 active; AID 493160, 2011;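 active = inhibition above about 35% when tested at 20 µM, limit read from the data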;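 note: plate controls were DMSO wells with enzyme for no effect and DMSO wells lacking enzyme for full effect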
Target sequence (Q2TB90 whole entry, looked up): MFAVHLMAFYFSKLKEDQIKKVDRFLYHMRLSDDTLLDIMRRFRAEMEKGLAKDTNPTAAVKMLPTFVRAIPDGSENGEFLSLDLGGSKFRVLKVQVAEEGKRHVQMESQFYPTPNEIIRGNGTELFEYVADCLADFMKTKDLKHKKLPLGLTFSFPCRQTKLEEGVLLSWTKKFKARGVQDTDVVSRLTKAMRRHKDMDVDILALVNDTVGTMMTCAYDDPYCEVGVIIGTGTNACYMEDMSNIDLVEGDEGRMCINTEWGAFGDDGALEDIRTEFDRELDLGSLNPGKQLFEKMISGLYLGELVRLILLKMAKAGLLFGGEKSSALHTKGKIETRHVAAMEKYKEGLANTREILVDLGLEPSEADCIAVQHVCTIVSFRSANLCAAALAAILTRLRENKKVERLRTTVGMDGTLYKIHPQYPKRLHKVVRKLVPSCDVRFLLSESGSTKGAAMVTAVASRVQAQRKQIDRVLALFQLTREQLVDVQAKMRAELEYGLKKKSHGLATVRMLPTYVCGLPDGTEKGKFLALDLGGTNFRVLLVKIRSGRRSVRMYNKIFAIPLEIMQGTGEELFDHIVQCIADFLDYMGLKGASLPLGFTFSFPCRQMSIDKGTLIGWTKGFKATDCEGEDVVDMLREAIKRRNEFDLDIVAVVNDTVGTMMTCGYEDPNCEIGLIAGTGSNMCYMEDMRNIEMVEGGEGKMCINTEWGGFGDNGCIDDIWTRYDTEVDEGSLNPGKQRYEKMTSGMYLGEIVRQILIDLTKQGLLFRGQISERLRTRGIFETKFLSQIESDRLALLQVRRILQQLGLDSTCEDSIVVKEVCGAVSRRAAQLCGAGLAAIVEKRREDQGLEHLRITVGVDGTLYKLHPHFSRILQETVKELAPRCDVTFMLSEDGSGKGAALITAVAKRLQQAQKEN
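Test system: Recombinant HKDC1 (HK5) hexokinase enzyme, produced in-house | Input: HKDC1 at 5 µg/mL | Buffer or medium: Tris pH 8.0 buffer with MgCl2, Tween-20, BSA, BME | Schedule: 90 min reaction incubation at room temperature, dark | Technique: Resazurin-to-resorufin fluorescence via G6PDH and diaphorase coupling, 525/613 nm | Controls: DMSO wells with and without enzyme mix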
SENP1 FRET inh: human SENP1 catalytic domain inhibitors, primary screen, biochemical, FRET, uHTS; recombinant SENP1 catalytic domain, CyPet-SUMO1-YPet FRET cleavage; Sentrin-specific protease 1 (Homo sapiens), Q9P0U3; inhibition, % at 10 µM; 0.21% of 360,000 active;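 active = inhibition at least 30% at 10 µM, raw YFP signal under a set limit, fluorescence ratio 0.5 to 1.5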;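 note: 0% = enzyme with DMSO and 100% = no enzyme wells; some results filed as inactive read as strong as hits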
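Test system: recombinant human SENP1 catalytic domain, His6-tagged / Medium: pH 8 Tris buffer with EDTA, NaCl, BME, BSA, NP40, catalase / Also added: SUMO1 FRET substrate flanked by Cypet and Ypet, 25 nM / Times: 50 min reaction at room temperature / Signal: FRET, CFP and YFP emission / Control set: no-enzyme low control and enzyme-plus-DMSO high control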
SENP8 block-1: SENP8 protease inhibitors, primary screen, biochemical, luminescence. 1.2% of 330,000 active. purified SENP8, Z-RLRGG-aminoluciferin cleavage. AID 2540, 2010. inhibition, % at 10 µM; in the data active = inhibition above about 50%
PfG6PD inh: PfG6PD enzyme inhibitors, primary screen, biochemical, fluorescence intensity, uHTS; glucose-6-phosphate dehydrogenase-6-phosphogluconolactonase (Plasmodium falciparum 3D7); PfGluPho enzyme, NADPH resazurin-diaphorase fluorescence; inhibition, % at 20 µM; 0.78% of 350,000 active;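 active = inhibition reaching at least a set limit at 20 µM in the primary screen, cut at about 59% in these data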;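 note: 0% = DMSO wells with substrate and 100% = DMSO wells lacking glucose-6-phosphate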
beta cell repl: inducers of MIN6 beta-cell proliferation, primary screen, ATP luminescence, uHTS. MIN6 cells proliferation, ATPlite luminescence, 48 h; cells starved in 0.2% serum; 100% = growth in 10% serum. proliferation, % at 10 µM. 0.29% of 330,000 active. AID 2380, 2010;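 active = compounds whose signal lies at least 3.5 SD above the mean of all wells on their plate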;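 note: 0% = DMSO-treated cells in low-serum medium and 100% = 10% serum control; some compounds called inactive have numbers as strong as hits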
SENP6 block: SENP6 protease inhibitors, primary screen, biochemical, luminescence, uHTS; Sentrin-specific protease 6 (Homo sapiens), Q9GZR1; Recombinant SENP6 catalytic domain, aminoluciferin luminescence; inhibition, % at 10 µM; 1.8% of 330,000 active; AID 2599, 2010;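 active = inhibition above about 50% at the single tested dose, limit read from the data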;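 note: plate controls were DMSO wells with enzyme for no effect and DMSO wells lacking enzyme for full effect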
SENP7 block: SENP7 protease inhibitors, primary screen, biochemical, luminescence, uHTS; recombinant SENP7, Z-RLRGG-aminoluciferin luminescence, 40 min; inhibition, % at 5 µM; 1.5% of 330,000 active; AID 434973, 2010;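 active = inhibition above about 50% at the single test dose, limit read from the data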;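 note: plate controls were DMSO with enzyme for no effect and no enzyme buffer wells for full effect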
UBC13 polyUb: UBC13 polyubiquitin chain formation inhibitors, primary screen, biochemical, TR-FRET, uHTS; inhibition, % at 20 µM; AID 485273, 2010; 0.47% of 330,000 active; in the data active = inhibition above about 45%, passing the limit was not always enough
Target sequence (P61088 whole entry, looked up): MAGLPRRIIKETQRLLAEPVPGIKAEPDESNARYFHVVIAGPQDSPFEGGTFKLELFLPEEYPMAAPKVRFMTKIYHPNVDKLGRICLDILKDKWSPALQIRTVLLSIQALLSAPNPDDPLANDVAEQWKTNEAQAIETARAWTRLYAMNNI
SENP8 block-2: human SENP8 protease inhibitors, primary screen, biochemical, fluorescence, Nedd8 protein substrate, uHTS; 0.64% of 360,000 active; inhibition, % at 20 µM; recombinant SENP8; Sentrin-specific protease 8 (Homo sapiens), Q96LD8; AID 602440, 2012; in the data active = inhibition mostly above about 40%, no sharp cut-off; inactive = mostly below about 27%
Starred values were filed as active, the others as inactive; nt = not tested or not shown. Hits appear at their usual frequency. Share with any hit: about 4%.

(1) COc1ccccc1CNC(=O)CCN1C(=O)c2ccccc2C1=O
(2) CCCCNc1nc2ccccc2nc1Cl
(3) O=C(OCn1nnc2ccccc2c1=O)C12CC3CC(CC(O)(C3)C1)C2
(4) COc1ccc2c(CC(=O)OCC(=O)NC(N)=O)coc2c1
(5) Cc1ccccc1OC(=O)C1C(c2ccccc2)C(C(=O)O)C1c1ccccc1 (stereo not drawn)
(6) COc1cc(C)nc(Oc2ccc(OCCOc3ccc(C)cc3)nn2)n1

assay / compound,1,2,3,4,5,6
PfG6PD inh,6,1,-11,-12,-35,-15
UBC13 polyUb,6,3,-8,1,-17,-4
SENP8 block-1,4,-6,1,-9,-11,2
SENP6 block,-1,-2,-1,0,-13,-5
beta cell repl,-3,1,-3,1,-1,2
SENP7 block,-3,5,5,4,-4,1
SENP8 block-2,19,-242,20,3,14,22
HKDC1 inh,-1,-6,-3,-11,-5,-5
SENP1 FRET inh,0,-19,3,-2,-1,3

Ordered by value in PfG6PD inh (low to high): some entries from above.
entry | Molecule | PfG6PD inh | UBC13 polyUb | SENP8 block-1 | SENP6 block | SENP7 block | HKDC1 inh | SENP1 FRET inh
5 | Cc1ccccc1OC(=O)C1C(c2ccccc2)C(C(=O)O)C1c1ccccc1 (stereo not drawn) | -35 | -17 | -11 | -13 | -4 | -5 | -1
6 | COc1cc(C)nc(Oc2ccc(OCCOc3ccc(C)cc3)nn2)n1 | -15 | -4 | 2 | -5 | 1 | -5 | 3
4 | COc1ccc2c(CC(=O)OCC(=O)NC(N)=O)coc2c1 | -12 | 1 | -9 | 0 | 4 | -11 | -2
2 | CCCCNc1nc2ccccc2nc1Cl | 1 | 3 | -6 | -2 | 5 | -6 | -19

The main list resumes, repeating the 2 entries before the break.
(5) Cc1ccccc1OC(=O)C1C(c2ccccc2)C(C(=O)O)C1c1ccccc1 (stereo not drawn)
(6) COc1cc(C)nc(Oc2ccc(OCCOc3ccc(C)cc3)nn2)n1
(7) COC(=O)c1cc(Br)c(=O)n(-c2nccs2)c1
(8) O=c1c([N+](=O)[O-])c[nH]c2ccccc12
(9) COc1cc(NC(=O)C2=COCCO2)c(OC)cc1Cl
(10) C=CCn1c(SCc2csc(C)n2)nc2sc3c(c2c1=O)CCCCC3
(11) Cc1noc(C)c1S(=O)(=O)N(C)C[C@H]1Oc2ccc(NC(=O)Cn3cnnn3)cc2C(=O)N([C@H](C)CO)C[C@@H]1C
(12) CC(=O)Nc1ccc(NC(=O)c2ccccc2N(C)S(C)(=O)=O)cc1

assay / compound,5,6,7,8,9,10,11,12
PfG6PD inh,-35,-15,12,7,-1,12,4,-15
UBC13 polyUb,-17,-4,37,-6,-3,1,3,0
SENP8 block-1,-11,2,3,8,2,5,10,-3
SENP6 block,-13,-5,11,11,-3,2,2,-3
beta cell repl,-1,2,2,-4,1,-5,0,-2
SENP7 block,-4,1,3,1,-16,2,8,9
SENP8 block-2,14,22,-19,17,5,2,0,13
HKDC1 inh,-5,-5,-6,-9,-3,9,-8,-8
SENP1 FRET inh,-1,3,-2,-2,4,-2,2,0

(13) COc1ccc(NC(=O)c2ccc(OC(F)F)cc2)cc1Cl
(14) FC(F)(F)c1nnc2c(Sc3ccccc3)nc3ccccc3n12
(15) CC(=O)OCCNc1cc(SCc2ccco2)c2nonc2c1[N+](=O)[O-]
(16) COc1ccccc1CCNC(=O)C(=O)NCC1OCCN1S(=O)(=O)c1ccc(F)cc1 (stereo not drawn)
(17) CSC(=S)N/N=C(\C)c1ccc(Br)cc1
(18) O=C(NCC(F)(F)F)c1ccc(S(=O)(=O)N2CCN(C(=O)C3CCCO3)CC2)cc1 (stereo not drawn)

assay / compound,13,14,15,16,17,18
PfG6PD inh,85*,-6,29,1,-5,-5
UBC13 polyUb,0,31,nt,-4,-12,2
SENP8 block-1,95*,-1,nt,-20,-13,6
SENP6 block,93*,-7,nt,-12,0,18
beta cell repl,-4,-3,nt,-2,-1,-2
SENP7 block,97*,2,nt,-22,-13,4
SENP8 block-2,-3,-37,76*,7,8,-2
HKDC1 inh,0,-7,6,-2,-21,-2
SENP1 FRET inh,-2,-73,-9,-1,2,0

(19) CN(C(=O)CC(NC(=O)c1ccccc1)(c1ccccc1)c1ccccc1)c1ccccc1
(20) O=C(c1ccccc1)N(CCN1CCOCC1)C1(C(=O)Nc2ccccc2)CCCCC1
(21) O=C(NCc1ccccc1)c1cccc(NC(=O)c2ccco2)c1
(22) Cc1nc(-c2ccccc2OC(F)(F)F)[nH]c(=O)c1Cl
(23) C=CCN([C@@H](CC(C)C)C(=O)OC)S(=O)(=O)N(CC=C)[C@@H](CC(C)C)C(=O)OC
(24) Cc1nn(C)c(C(=O)N2CCc3ccccc32)c1Cl

assay / compound,19,20,21,22,23,24
PfG6PD inh,3,2,8,-3,21,1
UBC13 polyUb,4,12,5,-3,-2,4
SENP8 block-1,-4,-7,-7,3,-3,-4
SENP6 block,-11,-8,9,-6,-10,0
beta cell repl,-2,-5,-4,-1,2,2
SENP7 block,-2,3,1,9,-1,3
SENP8 block-2,14,29,22,5,4,11
HKDC1 inh,-2,-4,1,0,-1,-4
SENP1 FRET inh,3,3,0,-1,-1,-1

(25) CC(C)NC(=O)C(=O)NCCN1CCN(S(=O)(=O)c2ccc(Cl)cc2)CC1
(26) CC(C(=O)N(C)c1ccccc1)N1CCN(C(=O)c2ccccc2)CC1 (stereo not drawn)
(27) Cc1nc2ccc(NS(=O)(=O)c3ccc(Br)cc3)cc2s1
(28) Cc1cccc(C)c1-n1c(C)cc(/C=C2\NC(=O)NC2=O)c1C
(29) COc1ccccc1Oc1c(C)oc2c(CN3CCOCC3)c(O)ccc2c1=O
(30) CCOC(=O)c1sc(NC(=O)c2ccc(S(=O)(=O)N(C)C)cc2)cc1C

assay / compound,25,26,27,28,29,30
PfG6PD inh,-4,-10,-15,37,-17,4
UBC13 polyUb,3,2,-3,6,14,18
SENP8 block-1,0,-10,1,-3,-4,-4
SENP6 block,7,-34,4,9,-12,-3
beta cell repl,-1,-1,-8,-1,-3,1
SENP7 block,-3,-5,-7,5,-6,4
SENP8 block-2,12,8,-1,-128,-429,-4
HKDC1 inh,-7,-2,-1,9,15,7
SENP1 FRET inh,0,0,41*,-3,-1,2

(31) COCC(=O)N/N=C/c1ccc(Sc2nc3ccccc3s2)o1
(32) CCCc1cc(=O)oc2cc(OCC(=O)N3CCc4ccccc43)ccc12
(33) COC(=O)c1cc(Br)c(=O)n(Cc2ccncc2)c1
(34) O=C1OC(c2ccc(F)cc2)=C/C1=C\c1ccc(O)cc1
(35) Cc1cc(C(=O)N/N=C/c2ccc(O)c([N+](=O)[O-])c2)n[nH]1
(36) COc1ccc(C2N(C(=O)c3ccccc3)CCN2C(=O)c2ccc(C)cc2)cc1 (stereo not drawn)

assay / compound,31,32,33,34,35,36
PfG6PD inh,60*,-5,2,4,-2,4
UBC13 polyUb,-8,10,8,-17,-81,1
SENP8 block-1,-1,-3,-5,6,15,-9
SENP6 block,0,9,-13,-5,-23,-11
beta cell repl,-5,3,-1,-4,0,-2
SENP7 block,11,7,1,-2,14,-6
SENP8 block-2,2,-7,13,7,9,18
HKDC1 inh,1,-2,-7,2,-9,-10
SENP1 FRET inh,3,1,-1,-21,1,0

Ordered by formula weight (ascending): some entries from above.
(28) Cc1cccc(C)c1-n1c(C)cc(/C=C2\NC(=O)NC2=O)c1C
(1) COc1ccccc1CNC(=O)CCN1C(=O)c2ccccc2C1=O
(25) CC(C)NC(=O)C(=O)NCCN1CCN(S(=O)(=O)c2ccc(Cl)cc2)CC1

assay / compound,28,1,25
PfG6PD inh,37,6,-4
UBC13 polyUb,6,6,3
SENP8 block-1,-3,4,0
SENP6 block,9,-1,7
beta cell repl,-1,-3,-1
SENP7 block,5,-3,-3
SENP8 block-2,-128,19,12
HKDC1 inh,9,-1,-7
SENP1 FRET inh,-3,0,0

Further structures.
(37) Nc1ccc(-c2ccc(N)c(C(=O)O)c2)cc1C(=O)O
(38) C[C@@]12C(=O)N(c3ccc(Br)cc3)C(=O)N1[C@@H]1c3ccccc3OC[C@@H]1[C@H]2c1ccccc1
(39) CCC(=O)n1nc(-c2ccccc2)nc1NCc1ccccc1
(40) CCOCC(=O)Nc1cc(C(=O)Nc2cccc(C)c2C)ccc1Cl
(41) COc1ccc(C(CCN2CCCCC2)c2c(O)cc(OC)cc2OC)cc1 (stereo not drawn)
(42) COc1ccc(C(=O)NC(C)c2ccc(-n3ccnc3)cc2)cc1[N+](=O)[O-] (stereo not drawn)

assay / compound,37,38,39,40,41,42
PfG6PD inh,6,13,4,-13,0,-3
UBC13 polyUb,-9,-7,4,0,15,-3
SENP8 block-1,-1,-2,-3,-7,-19,0
SENP6 block,-8,-3,-2,-21,-14,-14
beta cell repl,-2,-3,3,-1,-5,-3
SENP7 block,3,6,0,4,-16,0
SENP8 block-2,-329,8,22,3,22,13
HKDC1 inh,3,-2,4,-7,0,-4
SENP1 FRET inh,4,1,2,3,0,3

(43) Cc1ccc(NC(=O)COc2ccccc2C(=O)NCc2ccccc2)cc1
(44) Cc1c(NC(=O)C(C)Sc2ccccc2)c(=O)n(-c2ccccc2)n1C (stereo not drawn)
(45) COc1ccc(CN2CCS(=O)(=O)CC2)cc1OC
(46) O=C(NCc1ccco1)c1ccccc1-c1ccc(C(F)(F)F)cc1
(47) O=C(NCCCO)C(=O)NCCc1ccc(Cl)cc1
(48) Cc1cccc(C)c1OCC(=O)Nc1ccc(N2CCOCC2)cc1
(49) O=C(CNC(=O)c1ccc([N+](=O)[O-])cc1)N/N=C/c1c[nH]c2ccccc12
(50) CCN(CC)S(=O)(=O)c1cccc(C(=O)Nc2cc(C)nn2-c2ccccc2)c1

assay / compound,43,44,45,46,47,48,49,50
PfG6PD inh,19,9,-14,10,-1,-4,4,-11
UBC13 polyUb,6,-6,8,-3,5,6,7,-9
SENP8 block-1,6,2,4,-14,-8,2,6,-12
SENP6 block,-4,-3,-31,-6,-13,14,-6,1
beta cell repl,-2,-2,-1,-1,-1,-2,-4,-1
SENP7 block,-5,2,4,0,-4,2,4,0
SENP8 block-2,-9,24,19,33,15,4,10,23
HKDC1 inh,7,4,3,8,8,-6,-6,-12
SENP1 FRET inh,1,2,-1,0,-1,-1,1,3
